NADH coupling: blocks coupling enzymes of NAD/NADH assays. coupled PK/LDH NADH assays, four targets. IC50, µM (top dose mostly 10 µM), for inactives: at the highest dose inhibition. actives 0.02% (n = 65,000). AID 774;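 active = single-dose screening hits from any of four coupled enzyme assays that gave an IC50 when retested across doses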;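 also: the DPM-DC format reads NADH fluorescence rather than 340 nm absorbance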
MMP13 inh: blocks human MMP13 activity | inhibition, % at 4 µM | MMP-13 fTHP FRET cleavage, Mca fluorescence | P45452 | actives 0.07% (n = 65,000);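 active = inhibition above the mean of compound-free control plate wells plus 3 SD, cut at about 14% in these data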;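 also: 0% = DMSO wells and 100% = wells with reference MMP-13 inhibitor after basal subtraction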
RORA act: RORA (human) activation; actives 1.5% (n = 65,000); AID 560; activation, % at 10 µM; CHO-K1 Gal4-RORA LBD luciferase reporter, luminescence; percent increase over mock-subtracted basal signal; P35398;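 active = activation above the mean of all tested compounds plus 3 SD, cut at about 49% in these data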;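 also: 0% = DMSO-treated RORA cells and 100% = added signal equal to DMSO minus mock-transfected cells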
SF-1 act: activates the human nuclear receptor SF-1; Q13285; CHO-K1 Gal4-SF-1 LBD luciferase reporter; % increase over DMSO SF-1-specific signal; activation, % at 10 µM; actives 1.9% (n = 65,000); AID 522;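 active = activation above the mean activation of all tested compounds plus 3 SD, cut at about 50% in these data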
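Material: Gal4–SF-1 LBD one-hybrid luciferase reporter in CHO-K1 cells | Amount: 4,000 cells per well | Compound dosing: 10 µM single point, 1% DMSO | Schedule: 20 h compound treatment, 37 °C | Measured by: SteadyLite luciferase luminescence | Evaluation: Percent activation versus DMSO | Control set: DMSO-treated SF-1-transfected cells as negative, DMSO-treated mock-transfected cells lacking SF-1 as background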
Abs 340nm: compounds absorbing at 340 nm; compound absorbance at 340 nm, fold over control; fold change at 10 µM; 65,000 tested, under 10 active; AID 708;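 active = at 10 µM dose, initial 340 nm absorbance at least 2 fold that of control wells; inactive = change under 2 fold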;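 also: initial absorbance extrapolated from kinetic A340 decline of NADH oxidation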
5-HT1A blocker: antagonists of human 5-HT1a serotonin receptor; CHO 5-HT1a Ga15 NFAT-bla reporter, antagonist mode; inhibition, % at 10 µM; actives 0.68% (n = 62,000); P08908;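 active = inhibition above the mean of all tested compounds plus 3 SD, cut at about 43% in these data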;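 also: receptor stimulated by 5-CT agonist at 100 nM near EC80; beta-lactamase reporter measured by ratiometric fluorescence of a cleavable substrate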
Target sequence (P08908 whole entry, looked up): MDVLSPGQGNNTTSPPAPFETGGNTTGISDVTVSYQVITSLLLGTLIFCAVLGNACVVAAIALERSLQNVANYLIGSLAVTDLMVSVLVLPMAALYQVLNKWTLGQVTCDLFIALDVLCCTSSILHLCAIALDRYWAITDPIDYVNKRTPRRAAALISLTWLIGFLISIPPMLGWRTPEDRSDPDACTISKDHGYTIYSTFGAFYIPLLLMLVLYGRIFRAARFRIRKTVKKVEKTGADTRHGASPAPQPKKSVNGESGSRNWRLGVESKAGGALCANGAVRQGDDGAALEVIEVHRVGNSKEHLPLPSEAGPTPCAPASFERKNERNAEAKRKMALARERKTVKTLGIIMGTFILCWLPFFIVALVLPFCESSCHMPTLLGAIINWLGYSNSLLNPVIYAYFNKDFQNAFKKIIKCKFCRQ
Autofluor 339: intrinsic fluorescence of library compounds, ex339/em460 – biochemical, MLSMR library, data from DPM-DC assay, artefact control, profiling panel; compound autofluorescence, ex339/em460 nm, NADH buffer; active compounds read high; 1 = no-compound wells, NADH background; fluorescence fold increase at 10 µM; actives 5.5% (n = 65,000);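 active = at 10 µM, mean starting fluorescence two-fold or more over control wells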;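 also: signal is the first read of a kinetic run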
HTR1A agonist: agonists of human 5-HT1a serotonin receptor; CHO 5-HT1a Ga15 NFAT-bla reporter, FRET ratio; 0% basal, 100% maximal reference agonist; activation, % at 10 µM; actives 0.56% (n = 65,000);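 active = activation above the screen-wide mean activation plus 3 SD, cut at about 19% in these data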;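 also: 0% = DMSO wells and 100% = 5-CT at EC100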
TNAP act DEA: activators of human TNAP at intermediate phosphate acceptor; activation factor at 20 µM; AID 813; purified TNAP, CDP-star luminescence, 100 mM DEA, 30 min; active compounds read high; scale: 0 levamisole-inhibited, 1 vehicle-only enzyme; 64,000 tested, under 10 active;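 active = activation factor of at least 2 at 20 µM, relative to controls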
Target sequence (P05186 whole entry, looked up): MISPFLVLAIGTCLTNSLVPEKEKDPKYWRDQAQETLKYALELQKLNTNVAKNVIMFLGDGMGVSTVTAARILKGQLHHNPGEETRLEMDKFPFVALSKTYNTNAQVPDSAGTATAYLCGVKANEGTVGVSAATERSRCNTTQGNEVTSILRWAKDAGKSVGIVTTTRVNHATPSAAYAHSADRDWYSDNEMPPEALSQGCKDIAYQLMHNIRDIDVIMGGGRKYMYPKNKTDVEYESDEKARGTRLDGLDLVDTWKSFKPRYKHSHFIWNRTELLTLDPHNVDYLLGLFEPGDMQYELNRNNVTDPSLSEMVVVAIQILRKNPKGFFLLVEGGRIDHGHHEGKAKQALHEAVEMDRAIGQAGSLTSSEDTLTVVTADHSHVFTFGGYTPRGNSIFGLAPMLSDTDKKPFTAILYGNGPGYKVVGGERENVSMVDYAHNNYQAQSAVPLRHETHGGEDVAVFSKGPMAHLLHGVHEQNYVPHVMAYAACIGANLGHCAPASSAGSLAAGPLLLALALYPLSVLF
* = called active by the depositor; x = not tested or not shown; [ ] = another dose, or the depositor's remark. Rows are unselected; about 8.9% have a hit in one of these screens.

Start of the listing, in advance (7 entries):
canonical_smiles	NADH coupling	MMP13 inh	RORA act	SF-1 act	Abs 340nm	5-HT1A blocker	Autofluor 339	HTR1A agonist	TNAP act DEA
COc1cccc(C2c3c(oc4cc(C)c(C)cc4c3=O)C(=O)N2CCCN(C)C)c1 (configuration not stated)	11%	1	26	5	1	-1	1.1	-1.6	1
Cc1cc(Nc2ncc(Cl)cc2Cl)n[nH]1	10%	0	8	-9	0.99	11	0.83	-3.8	1
O=C(NCc1ccccc1F)C1CCN(C(=O)NCc2ccccc2)CC1	8%	0	-8	-3	1	-3	1	0.1	0.9
CN(C)c1ccc(/C=C/c2ccncc2)cc1	11%	1	73*	20	1	-14	1.1	-0.2	0.9
COc1ccc(-c2nc(C#N)c(NCc3ccc(C)cc3)o2)cc1OC	1%[fluoresces]	-156[fluorescence artefact?]	-1	4	1.1	28	2.1*	0.1	1
COc1ccccc1N1CCN(C(c2cccs2)C(C)NC(=O)c2cccs2)CC1 (configuration not stated)	2%	3	0	-3	1.1	33	1	-2.0	x
Cc1cc(C2=CC(C)(c3cc(C)oc3C)Nc3nc(C(F)(F)F)nn32)c(C)o1 (configuration not stated)	6%	-4	-28	3	1	60*	1.1	-5.1	1

All compounds of this part, from the first entry:
canonical_smiles	NADH coupling	MMP13 inh	RORA act	SF-1 act	Abs 340nm	5-HT1A blocker	Autofluor 339	HTR1A agonist	TNAP act DEA
COc1cccc(C2c3c(oc4cc(C)c(C)cc4c3=O)C(=O)N2CCCN(C)C)c1 (configuration not stated)	11%	1	26	5	1	-1	1.1	-1.6	1
Cc1cc(Nc2ncc(Cl)cc2Cl)n[nH]1	10%	0	8	-9	0.99	11	0.83	-3.8	1
O=C(NCc1ccccc1F)C1CCN(C(=O)NCc2ccccc2)CC1	8%	0	-8	-3	1	-3	1	0.1	0.9
CN(C)c1ccc(/C=C/c2ccncc2)cc1	11%	1	73*	20	1	-14	1.1	-0.2	0.9
COc1ccc(-c2nc(C#N)c(NCc3ccc(C)cc3)o2)cc1OC	1%[fluoresces]	-156[fluorescence artefact?]	-1	4	1.1	28	2.1*	0.1	1
COc1ccccc1N1CCN(C(c2cccs2)C(C)NC(=O)c2cccs2)CC1 (configuration not stated)	2%	3	0	-3	1.1	33	1	-2.0	x
Cc1cc(C2=CC(C)(c3cc(C)oc3C)Nc3nc(C(F)(F)F)nn32)c(C)o1 (configuration not stated)	6%	-4	-28	3	1	60*	1.1	-5.1	1
CCOCCCn1c(=N)c(C(N)=S)cc2c(=O)n3cccc(C)c3nc21	9%	-130[fluorescence artefact?]	-9	-6	1.2	-8	1.9	6.9	0.8
Cc1nc2sc(C(c3cccs3)N3CCN(c4ccccc4)CC3)c(O)n2n1 (configuration not stated)	7%	6	-7	-13	1.1	-13	1.1	0.4	0.9
CCCc1nnc(NC(=O)CCC(=O)N2CCN(CCn3c(C)ccc3C)CC2)s1	7%	4	22	-6	1	-10	1	-2.5	0.9
COc1ccc(S(=O)(=O)Nc2nnc(C(C)C)s2)cc1	2%	5	-4	-4	1.1	-5	1.1	0.0	0.9
N#Cc1c(C(F)(F)F)cc(-c2ccco2)nc1SCc1ccncc1	18%	-131[fluorescence artefact?]	4	-9	1.1	28	2.6*	2.7	0.9
NC(=O)c1ccccc1OCC(=O)NS(=O)(=O)c1ccccc1	4%	1	-9	10	1	-12	1.1	0.1	0.9
O=C(Oc1ccccc1)c1ccc(-n2cnnn2)cc1	4%	10	-6	7	0.99	2	1.1	-3.4	1
CC(C)N1C(=O)CCC1C(=O)NCCc1ccccc1 (configuration not stated)	6%	-3	-16	6	1	-6	1	-3.2	1
CC1CCCCC12NC(=O)N(CC(=O)c1ccc[nH]1)C2=O (configuration not stated)	5%	5	-15	-17	1	-2	1.1	-2.3	0.9
Cn1c(C(O)c2ccc3c(c2)OCO3)nc2ccccc21 (configuration not stated)	4%	4	7	10	1	0	1.1	-0.8	0.9
Cc1ccc(NC(=O)CCNS(=O)(=O)c2ccc3c(c2)oc(=O)n3C)c(C)c1	2%	0	-18	0	0.99	-15	1.1	-3.3	0.9
CC(=O)NCCn1c(SCC(=O)c2ccccc2)nc2ccccc2c1=O	2%	2	-16	6	1.1	2	1	1.9	1
CCCCC(CC)C(=O)Nc1ccccc1C#N (configuration not stated)	2%	7	-9	16	0.99	13	1	-4.2	0.9
CCOc1ccc(-n2c(COc3ccc(C)cc3)nnc2SCC(N)=O)cc1	4%	0	22	-2	1	-11	1.1	1.3	0.9
Cc1ccc(OCCN2C(=O)OC(C)(C)C2(C)O)cc1 (configuration not stated)	6%	7	8	23	0.98	-8	1.1	-2.9	0.9
COc1cc(OC)c(OC)cc1CN1CCCC(C(=O)N2CCCCC2)C1 (configuration not stated)	2%	5	-6	-13	1	10	0.99	-0.3	1
COC(=O)c1cccc(NC(=O)CN(c2ccc3c(c2)OCO3)S(C)(=O)=O)c1C	2%	2	13	14	1	12	1	-3.7	0.9
COc1cc2c(O)c3c(c(-c4ccc5c(c4)OCO5)c2cc1OC)C(=O)OC3	7%	-88[fluorescence artefact?]	-21	36	1.1	21	1.6	-1.3	0.9
CC(=O)Nc1c(O)nc(SCC(=O)N2CCN(c3ccc(F)cc3)CC2)[nH]c1=O	4%	2	-14	-12	0.98	0	1.1	-0.3	0.9
COC(=O)Nc1ccc2c(c1)N(C(=O)CCN1CCN3CCCC3C1)c1ccccc1CC2 (configuration not stated)	2%	2	6	-9	1.1	12	1.1	-2.7	0.9
O=C(CSc1nnc(COc2cccc3ccccc23)o1)N1CCN(C(=O)c2ccco2)CC1	5%	0	12	3	1	10	1.1	2.7	0.9
O=C(Cn1cnc2ccccc2c1=O)Nc1ccc2c(c1)OCCO2	4%	6	42	59*	1	-1	1.1	9.1	0.9
O=C1CCCN1c1ccc(S(=O)(=O)NCc2ccco2)cc1	3%	-4	-16	13	0.99	x	1	-1.6	0.9
Cc1cccc(C)c1N1C(=O)c2ccccc2C1=O	2%	-16	-8	2	1	-2	1.1	-2.7	0.9
O=C(Cn1nc(-c2ccccc2)c2ccccc2c1=O)NCCN1CCOCC1	5%	3	-1	-14	1	7	1.1	-5.6	0.9
Cn1c(=O)oc2cc(S(=O)(=O)N3CCN(Cc4ccc5c(c4)OCO5)CC3)ccc21	3%	-2	-13	2	0.98	-10	1.1	-2.3	1
CCNC(=O)NCCc1c[nH]c2ccc(Cl)cc12	5%	5	16	0	1	0	1.1	6.6	0.8
O=C(Nc1ccc2c(c1)OCCO2)c1ccccc1F	3%	0	-30	2	1	-1	1.1	-0.4	0.9
Cc1c(CN(C)CCc2ccccc2)c(=O)n(-c2ccccc2)n1C	11%	-18	2	-14	1	9	1.1	-1.8	0.9
O=c1/c(=C\c2cccn2-c2ccccc2)sc2nc3ccccc3n12	2%	-1	17	24	1.1	x	1.1	-1.1	0.8
Cc1ccc(-c2nnc(N3CCN(C(=O)CN4CCOCC4)CC3)c3ccccc23)cc1	5%	-3	-11	-15	1.1	-5	1.1	-1.1	x
CC(C)C(=O)Nc1ccc(C(=O)NCc2cccnc2)cc1	2%	0	5	16	0.99	5	1.1	0.5	0.8
COc1ccc(CCNC(=O)CNCC2CCCO2)cc1OC (configuration not stated)	12%	0	4	4	1	0	1.1	1.8	1.1
C=CCc1ccccc1OCC(O)CN1CCN(Cc2ccc3c(c2)OCO3)CC1 (configuration not stated)	5%	-7	-4	-24	0.95	22	1	3.3	0.9
O=C(c1ccccc1S(=O)(=O)NCc1ccccc1)N1CCCC1	4%	3	-24	-3	1	-8	1.1	1.3	0.9
COc1ccc(CN2CC(C(=O)NCCCOC(C)C)CC2=O)cc1 (configuration not stated)	2%	1	-26	27	1	8	1.1	-2.5	0.9
Cc1ccc(CN2C(=O)CCC2C(=O)NC2CCCC2)cc1 (configuration not stated)	3%	4	-9	3	0.97	-3	1	-0.5	0.8
CCCOc1ccccc1NC(=O)c1ccc(N)cc1	12%	6	18	-2	0.99	11	1.1	0.2	0.9
CCCCOC(=O)Nc1sc2c(c1C(=O)OC)CCC2	7%	4	-9	-12	1	1	1.1	1.6	0.9
Cc1ccc(NC(=O)c2cccc(Cl)c2)nc1	5%	5	9	35	1	1	1.1	-3.4	0.9
CCCCCCNS(=O)(=O)c1nc2nc(C)cc(C)n2n1	1%	5	-19	11	1	-3	1	-2.1	0.9
COC(=O)C1=C(C)NC(=O)CC1c1cccc(Cl)c1Cl (configuration not stated)	3%	2	-11	-11	1	1	1.1	-0.6	0.9
O=C(CSc1nnnn1C1CCCCC1)NCc1cccc(C(=O)O)c1	2%	2	-5	5	1	-5	1.1	1.0	0.9

Remaining list, next part.
canonical_smiles	NADH coupling	MMP13 inh	RORA act	SF-1 act	Abs 340nm	5-HT1A blocker	Autofluor 339	HTR1A agonist	TNAP act DEA
CN(C)C=C1C(=O)c2ccccc2C1=O	2%	3	-16	8	1.1	x	1	1.4	0.9
C1=C(C(c2nnnn2C2CCCCC2)N2CCCCC2)COc2ccccc21 (configuration not stated)	6%	-2	-4	-19	1	11	1.1	-1.9	0.8
COc1ccc(N2CCN(C(=O)CN(c3cccc(Br)c3)S(C)(=O)=O)CC2)cc1	1%	7	0	-16	1.1	-6	1.1	-2.9	1
CC(C)c1cc(CN2CCN(CCC#N)CC2)cc(C(C)C)c1O	2%	-2	-19	-7	0.99	-4	1.1	-1.7	1
O=C(CCN1C(=O)c2ccccc2C1=O)N1CCN(c2ccccn2)CC1	3%	3	-2	2	1	-1	1.1	0.0	1
O=C(CSc1nc2ncccc2[nH]1)Nc1ccc2c(c1)OCCO2	1%	9	5	2	1	0	1	-1.3	0.6
O=C(NCC(=O)N(CCN1CCOCC1)C(C(=O)NC1CCCC1)c1cccs1)c1ccco1 (configuration not stated)	8%	0	-8	12	0.98	2	1.1	-4.4	0.9
CC(C)(C)C(=O)/C=C(N)/C=C/c1ccccc1	0%	7	29	29	1.1	18	1.1	-1.8	0.9
COc1cccc(-c2nnc(SCc3cccnc3)o2)c1	8%	9	39	21	0.99	5	1.1	-0.8	0.9
Cc1cc(C)cc(-n2nnnc2SCC(=O)Nc2cccc(NC(=O)c3ccco3)c2)c1	3%	-4	-15	-4	1.1	-2	1.1	-1.1	0.9
COc1ccccc1CNC(=O)c1cnc2sccn2c1=O	4%	0	2	-16	1.1	-22	1.1	0.2	1
O=C(O)c1ccccc1S(=O)(=O)NCC(O)COc1ccc(Br)cc1 (configuration not stated)	2%	0	32	11	1	-3	1	-3.1	1

Source: PubChem
